High-throughput results (PubChem)
HEK293 NOD2/NF-kB: NOD2 signaling inhibitors, cell-based, luminescence, uHTS, HEK293 (AID 1566) | HEK293 NOD2/NF-kB luciferase reporter, luminescence; higher % means a stronger effect | one-dose inhibition, % at 4 µM; EC50 in µM for titrated hits | hit rate 0.63% among 290,000; further: many of its hits are not listed in these tables
SIAH1 antagonists: Siah-1 peptide-binding antagonists, primary screen, biochemical, fluorescence polarization, rhodamine-plectin, uHTS (AID 1817); Siah-1 / rhodamine-plectin peptide fluorescence polarization; higher % means a stronger effect; displacement, % at 20 µM, or IC50 in µM where a hit was titrated; hit rate 0.02% among 290,000;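 active means displacement of at least 50% at 20 µM, with a fluorescence ratio check between 0.3 and a set limit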;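 further: plate controls were Siah plus tracer with DMSO for no effect and tracer alone without Siah for full effect; strong numbers were not always called active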
Lipid droplet: inhibitors of hepatocyte lipid droplet formation, primary screen, imaging, high-throughput imaging, BODIPY stain; AID 1656, 2009; AML12 mouse hepatocytes, oleate lipid droplets; hit rate 0.4% among 240,000; inhibition, % at 6.5 µM;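 active means lipid droplet intensity inhibited by at least 50%, with more than 500 cells counted; inconclusive means wells with under 300 cells, treated as cytotoxic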
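Assay system: AML12 mouse liver cells | Compound: 6.5 µM single-point dosing | Schedule: Overnight exposure | Technique: Fluorescence imaging, 20x objective, two fields per well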
M1AAP inhibition: P. falciparum M1AAP inhibitors, biochemical, fluorogenic H-Leu-NHMec substrate, 1536-well (AID 1445). recombinant M1AAP, H-Leu-NHMec fluorogenic kinetic assay; higher % means a stronger effect. inhibition, % at 30 µM; hits with a dose series show IC50 in µM. hit rate 0.42% among 220,000;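 active means primary inhibition above the hit cutoff, then over 50% inhibition at one or more dose response concentrations, cut at about 23% in these data, passing the limit was not always enough; inconclusive means conflicting primary data, or primary hits not chosen for dose response; inactive means low primary inhibition, or under 50% at every dose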;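 further: plate controls were DMSO full reaction for no effect and no enzyme background for full effect; strong numbers were not always called active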
AID2073: inhibitors of Mint1-CaV2.2 protein interaction, biochemical, HTRF (AID 2073); Voltage-dependent N-type calcium channel subunit alpha-1B (Homo sapiens); HTRF protein-protein interaction, Mint1-CaV2.2; higher % means a stronger effect; inhibition, % at 20 µM; hits with a dose series show IC50 in µM; hit rate 0.19% among 290,000; in the data active means inhibition mostly above about 51%, no sharp cut-off; inconclusive means no clear call, values can overlap the other calls; inactive means mostly below about 53%; further: some results filed as inactive read as strong as hits
XIAP antagonists: XIAP antagonists, biochemical, IAP family, fluorescence polarization (AID 1018); E3 ubiquitin-protein ligase XIAP (Homo sapiens); XIAP BIR domain, fluorescence polarization peptide displacement; higher % means a stronger effect; one-dose displacement, % at 20 µM; IC50 in µM for titrated hits; hit rate 0.007% among 200,000; in the data active means displacement above about 50%; further: a part of the inactive calls stands beside numbers as strong as those of hits
LYP inhibition: inhibitors of LYP phosphatase, biochemical, fluorescence intensity, uHTS (AID 1779); Tyrosine-protein phosphatase non-receptor type 22 (Homo sapiens); recombinant LYP phosphatase, fluorescence intensity; higher % means a stronger effect; inhibition, % at 11.5 µM; hits with a dose series show IC50 in µM; hit rate 0.054% among 290,000;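 further: plate controls were vehicle with enzyme for no effect and no enzyme for full effect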
M17LAP inhibition: P. falciparum M17LAP inhibitors, primary screen, biochemical, fluorogenic H-Leu-NHMec substrate, 1536-well (AID 1619) | Leucine aminopeptidase (Plasmodium falciparum (isolate 3D7)) | recombinant M17LAP, H-Leu-NHMec fluorogenic kinetic assay; higher % means a stronger effect | inhibition, % at 30 µM; hits with a dose series show IC50 in µM | hit rate 0.38% among 220,000;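 active means compound inhibiting the enzyme by more than half at any dose during confirmatory dose-response retesting; inconclusive means strong single-dose inhibitors picked by rank but not retested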;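 further: plate controls were full reaction with DMSO carrier for no effect and no enzyme background for full effect; strong numbers were not always called active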
CSM14.1 death rescue: rescue of cells from ER stress-induced death, primary screen, 384-well, CSM14.1, thapsigargin, ATP luminescence (AID 1222); cellular ATP content (survival), % at 20 µM, or EC50 in µM where a hit was titrated; 190,000 tested, under 10 active; CSM14.1 thapsigargin-induced death rescue, ATP luminescence; higher % means a stronger effect;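 active means EC50 below 50 µM in the dose-response confirmation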;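 further: death triggered by thapsigargin at about 15 µM added after 2 h compound pretreatment; cell ATP read after overnight thapsigargin exposure of roughly 18 to 22 hours; normalized against plate controls of thapsigargin alone and 5% DMSO vehicle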
Lipid droplet cells 6.5 µM: also measured in Lipid droplet; calls as there; cell count; measured here: cell count, cytotoxicity flag;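 cells counted across two imaged fields per well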
The depositor's hits bear a star; i = inactive; ? = inconclusive; · = not tested or not shown. Unless noted, no stated cut-off is given here; in the data, active means inhibition above about 50%; inactive means the rest. Not all compounds are listed (hit frequency here may not be typical).

Sequence of screens: Lipid droplet cells 6.5 µM	Lipid droplet	CSM14.1 death rescue	AID2073	XIAP antagonists	SIAH1 antagonists	M17LAP inhibition	HEK293 NOD2/NF-kB	LYP inhibition	M1AAP inhibition
1. CC(C)CCNC(=O)c1ccccc1NC(=O)C1=CSCCO1
  713	-11	·	5%	·	1%	·	8%	-12%	·
2. O=C(O)C(O)Cc1c[nH]c2ccccc12 (stereo not drawn)
  735	5	-0.4%	-5%	-15%	-2%	-4%	-8%	-5%	-1%
3. Cc1ccc(-c2nn(-c3ccccc3)cc2/C=N/n2c(-c3cccs3)n[nH]c2=S)cc1
  675	-1	·	23%	·	-1%	-1%	15%	1%	-2%
4. CCOc1ccccc1CNC(=O)c1ccc(NC(=O)C2=CSCCO2)cc1
  724	-7	·	3%	·	0%	·	13%	2%	·
5. CCCn1c(SCC(=O)NC(C)C)nc2sc3c(c2c1=O)CCC3
  795	0	·	7%	·	13%	·	-4%	-8%	·
6. O=c1c2ccccc2nc(-c2ccc(Br)cc2)n1Cc1ccccc1
  ·	·	10%	3%	-4.0%	8%	11%	17%	2%	1%
7. CCOC(=O)C1=C(C)C(c2ccc(OC)cc2OC)NC(=O)N1 (stereo not drawn)
  756	-2	0.1%	19%	-7.6%	-4%	4%	12%	-3%	2%
8. COc1ccccc1CNc1nc(SC)ncc1CO
  762	-13	-2.6%	3%	-10%	4%	-1%	3%	-3%	2%
9. Cc1cccc(NC(=O)CC2C(=O)NCCN2C(=S)Nc2ccccc2)c1 (stereo not drawn)
  ·	·	-1.1%	-46%	-0.3%	-3%	1%	15%	-8%	-1%
10. COC(=O)c1ccc(C23CC4(C2)[C@H](CN(CC2CCCCC2)[C@@H]4c2ccccc2)C3c2ccc(Cl)nc2)cc1 (stereo partly drawn)
  700	-3	·	3%	·	-5%	0%	6%	-6%	-3%
11. Cc1cc(C(C)(C)C)cc(C)c1CCNC(=O)c1ccc[n+]([O-])c1
  804	14	·	10%	·	2%	·	-32%	-8%	·
12. Cc1csc(Nc2ccccc2)[n+]1-c1ccccc1
  723	0	·	-8%	-5.4%	9%	-3%	-8%	1%	1%
13. CSCC[C@H](NC(=O)NCc1ccccc1F)C(=O)O
  ·	·	-0.6%	-2%	-5.6%	2%	8%	8%	-3%	1%
14. O=C(O)c1ccc(-c2ccccc2)[nH]1
  ·	·	-2.0%	8%	-7.3%	-1%	3%	-1%	-2%	1%
15. NC(=O)c1ccc(NC(=O)Cc2csc(-c3ccccc3)n2)cc1
  743	1	-0.6%	12%	-3.1%	-1%	-8%	8%	-4%	-7%
16. Cc1nc2ccccn2c1C(=O)N/N=C/c1ccc2c(c1)OCO2
  584	-4	-3.7%	5%	-5.5%	-2%	6%	23%	-9%	8%
17. Cc1ccsc1/C=C/c1ccc2cccc(O)c2n1
  800	-1	11%	27%	-5.6%	-6%	-11%	-170%	1%	3%
18. Cc1onc(-c2ccccc2Cl)c1C(O)c1ccc(F)cc1 (stereo not drawn)
  ·	·	·	5%	·	-2%	·	23%	-7%	·
19. Cc1c(C(=O)N2CCOCC2)sc(NC(=O)C(C)C)c1C#N
  856	-6	·	1%	·	-1%	·	11%	-9%	·
20. O=C(Cc1cc(=O)oc2cc(O)ccc12)NCC1CCC(C(=O)O)CC1 (stereo not drawn)
  ·	·	0.1%	49%	-5.9%	0%	i	-10%	-32%	66µM*
21. CCOC(=O)/C(C(=O)Nc1ccccc1Cl)=C1/NC(C)(C)Cc2ccccc21
  682*	53*	-0.8%	45%	-3.7%	8%	-3%	7%	5%	-1%
22. O=C(Cc1ccc(-c2ccccc2)cc1)NCCN1CCOCC1
  ·	·	-2.4%	4%	-3.6%	2%	8%	7%	3%	4%
23. CC(OC(=O)C1=Cc2ccccc2OC1)C(=O)NCc1ccco1 (stereo not drawn)
  693	10	-0.8%	16%	-4.5%	-6%	1%	6%	2%	8%
24. Cc1ccc(CN2CCN(/N=C/c3cc(Br)cc(Br)c3O)CC2)c(C)c1
  561	-9	-1.2%	3%	-4.9%	0%	6%	-4%	1%	1%
25. COc1cccc(CN2C(=O)C(C)Oc3ccccc32)c1 (stereo not drawn)
  796	-7	·	1%	·	8%	·	11%	-7%	·
26. Cc1ccc(N2CC(C(=O)N3CCCCC3)CC2=O)cc1C (stereo not drawn)
  674	-6	·	?	·	2%	·	4%	-9%	·
27. NS(=O)(=O)c1cccc(NC(=O)COC(=O)C2CCN(S(=O)(=O)c3cccs3)CC2)c1
  704	3	·	-1%	·	19%	-1%	16%	-5%	3%
28. CCCN(CCC)C(=O)c1ccc2c(=O)n(Cc3ccco3)c(=S)[nH]c2c1
  693	-8	1.1%	33%	-6.9%	-4%	-17%	11%	-2%	4%
29. CCOc1ccc(N=C2SC(C(=O)Nc3ccccc3C#N)C(N)=C2C(=O)Nc2ccc(Cl)cc2)cc1 (stereo not drawn)
  704	-22	-2.2%	26%	-9.5%	1%	0%	13%	2%	3%
30. CCc1ccc(C(=O)COC(=O)c2cccc(N3C(=O)c4c(C)nc5ccccc5c4C3=O)c2)cc1
  ·	·	-3.3%	27%	-11%	-2%	19%	-3%	2%	1%
31. COC(=O)N/N=C/c1ccccc1
  715	10	-1.1%	-6%	2.0%	1%	-4%	0%	-2%	-2%
32. C=CCSc1nc2ccccc2n1S(=O)(=O)c1ccc(C)cc1
  749	-83	-3.6%	-5%	-7.1%	4%	20%	2%	-4%	-2%
33. O=C(CN(C(=O)c1csnn1)c1cccc2ccccc12)NC1CCCC1
  705	-1	6.1%	8%	-2.2%	-1%	7%	4%	-5%	5%
34. Cc1cc2c(cc(C(=O)OC(C(=O)NCC3CCCO3)C(C)C)n2C)o1 (stereo not drawn)
  734	-31	1.2%	8%	-7.5%	4%	23%	1%	-3%	3%
35. CCc1cccc(CC)c1NC(=O)COC(=O)CC1c2ccccc2CCN1S(=O)(=O)c1ccc(F)cc1 (stereo not drawn)
  466	-23	-0.7%	4%	-17%	-1%	3%	-10%	4%	9%
36. O=C(CCc1nnc2ccc(NCc3ccco3)nn12)Nc1ccccn1
  706	17	·	12%	·	19%	·	16%	-8%	·
37. CCOC(=O)C1CCCN(C/C=C/c2ccccc2[N+](=O)[O-])C1 (stereo not drawn)
  ·	·	-1.8%	-9%	-1.0%	4%	11%	1%	-1%	5%
38. CCCCC1=CC2=CC(=O)C(C)(OC(=O)CC)C(=O)C2=CN1CCc1c[nH]c2ccccc12 (stereo not drawn)
  ·	·	·	12%	·	3%	-4%	7%	-7%	8%
39. Cn1ncc2nnn(-c3ccccc3)c(=O)c21
  651	-24	-1.2%	7%	-2.9%	0%	-6%	-17%	-9%	9%
40. COCCNC(=O)c1cc(-c2ccc(-c3ccccc3)cc2)nc2ccccc12
  706	-38	·	25%	·	-2%	·	-105%	2%	·
41. CC(C)(C)c1ccc(C(=O)Nc2nnc(SCC(=O)NCC3CCCO3)s2)cc1 (stereo not drawn)
  707	-14	·	18%	·	2%	·	-126%	-8%	·
42. O=C(Nc1ccc2c(c1)OCO2)C1(S(=O)(=O)c2ccc(Cl)cc2)CC1
  ·	·	3.0%	6%	-3.1%	0%	8%	-3%	-6%	2%
43. C[C@@H](CSc1ccccc1)CN1CC[C@H](O)CCC1=O
  804	4	·	10%	·	0%	·	11%	3%	·
44. O=C(Nc1ccc(O)c(-c2nc3ccccc3o2)c1)C1(c2ccccc2)CCCC1
  ·	·	0.6%	?	-7.8%	2%	-11%	17%	11%	4%
45. COc1ccc(N2CCN(c3ccc(NC(=O)C4CCCCC4)cc3C#N)CC2)cc1
  703	2	-1.4%	14%	-5.0%	2%	-3%	14%	-13%	4%
46. Cc1ccc(OCC(=O)NCc2cccnc2)cc1
  739	0	1.4%	0%	-8.5%	1%	1%	11%	-8%	5%
47. CC(NC(=O)c1ccccc1Cl)C1CC2CCC1C2 (stereo not drawn)
  783	-12	·	-4%	·	13%	·	2%	-8%	·
48. COc1cccc(NC(=O)c2sc3ncn(CC(=O)N4CCN(c5ccccn5)CC4)c(=O)c3c2C)c1
  718	9	·	17%	·	5%	·	11%	-4%	·
49. CCN(CC)c1ccc(/C=C(/C#N)c2nc3ccccc3[nH]2)c(OC(C)C)c1
  ·	·	-6.8%	34%	-4.1%	-5%	4%	-156%	-2%	13%
50. CC1(C)CC(=O)C2=C(C1)Nc1cc(C(=O)c3ccccc3)ccc1NC2c1ccccn1 (stereo not drawn)
  580	0	0.8%	10%	1.5%	-6%	6%	14%	-2%	18%
51. CCN(CC)c1ncccc1C(=O)NCc1cccs1
  ·	·	4.2%	-1%	0.2%	3%	6%	3%	-13%	3%
52. O=C(CCC(=O)c1ccc(Oc2ccccc2)cc1)Nc1ccc(Cl)cc1Cl
  ·	·	1.2%	-8%	-5.6%	-1%	0%	1%	-12%	2%
53. c1ccc(CCNc2ccccc2)cc1
  719	1	-2.5%	0%	-1.8%	15%	·	-5%	-9%	·
54. Nc1nc(Cl)nc2ncn(Cc3ccccc3)c12
  797	-14	·	7%	·	-3%	·	1%	-4%	·
55. O=C(CSc1nc(-c2ccccc2)cc(=O)[nH]1)N1CCc2ccccc21
  712	4	-1.3%	1%	1.1%	25%	6%	4%	-7%	10%
56. CC1CN(C(=S)Nc2ccc(SC(F)F)cc2)CC(C)O1 (stereo not drawn)
  731	-2	·	-52%	·	12%	·	9%	-7%	·
57. CCCn1c(N2CCOCC2)nc2c1c(=O)[nH]c(=O)n2C
  805	2	-0.9%	3%	-4.7%	-1%	9%	4%	-11%	-4%
58. Cc1ccc(-c2nn(-c3ccccc3)cc2C2CC(c3ccccc3)=NN2C(=O)CCC(=O)O)cc1 (stereo not drawn)
  777	7	·	15%	·	14%	6%	13%	3%	6%
59. COc1ccc(S(=O)(=O)N2CCCN(CC(=O)C(C)(C)C)CC2)cc1
  ·	·	0.8%	-59%	-2.3%	0%	-12%	6%	8%	13%

Two records drawn at random from those above:
Sequence of screens: Lipid droplet cells 6.5 µM	Lipid droplet	CSM14.1 death rescue	AID2073	XIAP antagonists	SIAH1 antagonists	M17LAP inhibition	HEK293 NOD2/NF-kB	LYP inhibition	M1AAP inhibition
59. COc1ccc(S(=O)(=O)N2CCCN(CC(=O)C(C)(C)C)CC2)cc1
  ·	·	0.8%	-59%	-2.3%	0%	-12%	6%	8%	13%
48. COc1cccc(NC(=O)c2sc3ncn(CC(=O)N4CCN(c5ccccn5)CC4)c(=O)c3c2C)c1
  718	9	·	17%	·	5%	·	11%	-4%	·
